ASAP1 inh: inhibitors of human ASAP1 ArfGAP activity | actives 0.19% (n = 360,000) | ASAP1-stimulated ARF1 GTP hydrolysis, GDP FP detection | Q9ULH1 | AID 624377 | inhibition, % at 16.5 µM; in the data active = inhibition above about 25%;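 note: 0% = vehicle with enzyme and substrate and 100% = no enzyme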
Target sequence (Q9ULH1 325-724 limits assumed): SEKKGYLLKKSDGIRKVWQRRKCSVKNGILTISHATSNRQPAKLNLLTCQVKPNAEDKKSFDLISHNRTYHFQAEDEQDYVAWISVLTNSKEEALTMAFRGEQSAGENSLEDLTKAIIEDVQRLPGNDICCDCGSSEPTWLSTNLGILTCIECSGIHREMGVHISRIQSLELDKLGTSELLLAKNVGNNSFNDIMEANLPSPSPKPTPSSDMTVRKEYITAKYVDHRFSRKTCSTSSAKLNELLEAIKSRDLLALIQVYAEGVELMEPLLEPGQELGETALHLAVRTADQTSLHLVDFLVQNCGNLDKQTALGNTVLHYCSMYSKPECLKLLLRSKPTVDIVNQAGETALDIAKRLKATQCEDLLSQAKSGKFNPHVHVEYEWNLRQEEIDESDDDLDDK
DDE Tn6 FP inh: inhibitors of Tn6 peptide binding to human fibrin DD(E); inhibition, % at 8.3 µM; AID 720509; Fibrin DD(E) TRITC-Tn6 fluorescence polarization displacement; actives 0.21% (n = 370,000);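 active = inhibition above a per-campaign cutoff: mean of compounds within control limits plus 3 SD, cut at about 15% in these data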;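 note: 0% = median of all compound wells on the plate and 100% = blocking peptide control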
PLC-gamma1 inh: PLC-gamma1 (human) inhibition, primary screen. purified PLC-gamma1, fluorogenic substrate, fluorescence. inhibition, % at 12.2 µM. actives 0.84% (n = 370,000). AID 720700; in the data active = inhibition above about 9.5%
Tn7 DDE FP: disrupts Tn7 cyclic peptide binding to fibrin D-Dimer-E complex. FP displacement of FITC-Tn7 peptide from fibrin DD(E); 0% = median of compound wells per plate. inhibition, % at 8.3 µM. actives 0.13% (n = 370,000). AID 720508. P02675;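 active = inhibition above the mean of compounds falling within the control limits plus 3 SD of them, cut at about 14% in these data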;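 note: 0% = plate median of compound wells and 100% = 10 µM Aha-Tn7 peptide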
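Also added: labelled Tn7 tracer, 0.1 µM; Assay system: human fibrin DD(E) protein; Amount: 2 µM fibrin DD(E); Schedule: 10 min compound pre-incubation, 3 h probe incubation at room temperature; Repeats: one replicate per compound; Read-out basis: percent inhibition; Measured by: fluorescence polarization of the labelled Tn7 tracer.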
proKLK7 act: activators of human kallikrein-7 zymogen; purified proKLK7, EDANS-DABCYL substrate fluorescence; 100% is mature enzyme control, 0% vehicle; P49862; actives 0.9% (n = 370,000); activation, % at 7 µM; AID 652039;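 active = activation above the mean of all tested compounds plus 3 SD, computed per campaign excluding outliers beyond control limits, cut at about 13% in these data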
LEDGF integ inh: blocks HIV-1 LEDGF/p75-dependent DNA integration; TR-FRET IN-LEDGF/p75 DNA integration, Eu/Cy5; inhibition, % at 3.7 µM; actives 0.64% (n = 370,000);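 active = inhibition above the screen-wide mean plus 3 SD, cut at about 13% in these data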;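 note: signal is the Cy5 over europium emission ratio at 671 and 618 nm; 0% = plate median of compound wells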
ADAM17 inh: inhibitors of human ADAM17. P78536. recombinant ADAM17, EDANS/DABCYL FRET peptide cleavage. inhibition, % at 6.95 µM. actives 0.83% (n = 370,000);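 active = inhibition above the mean of compounds lying between control limits plus 3 SD, set per campaign, cut at about 8.5% in these data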;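 note: 0% = DMSO-only wells as the low control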
Target sequence (P78536 215-824 limits assumed): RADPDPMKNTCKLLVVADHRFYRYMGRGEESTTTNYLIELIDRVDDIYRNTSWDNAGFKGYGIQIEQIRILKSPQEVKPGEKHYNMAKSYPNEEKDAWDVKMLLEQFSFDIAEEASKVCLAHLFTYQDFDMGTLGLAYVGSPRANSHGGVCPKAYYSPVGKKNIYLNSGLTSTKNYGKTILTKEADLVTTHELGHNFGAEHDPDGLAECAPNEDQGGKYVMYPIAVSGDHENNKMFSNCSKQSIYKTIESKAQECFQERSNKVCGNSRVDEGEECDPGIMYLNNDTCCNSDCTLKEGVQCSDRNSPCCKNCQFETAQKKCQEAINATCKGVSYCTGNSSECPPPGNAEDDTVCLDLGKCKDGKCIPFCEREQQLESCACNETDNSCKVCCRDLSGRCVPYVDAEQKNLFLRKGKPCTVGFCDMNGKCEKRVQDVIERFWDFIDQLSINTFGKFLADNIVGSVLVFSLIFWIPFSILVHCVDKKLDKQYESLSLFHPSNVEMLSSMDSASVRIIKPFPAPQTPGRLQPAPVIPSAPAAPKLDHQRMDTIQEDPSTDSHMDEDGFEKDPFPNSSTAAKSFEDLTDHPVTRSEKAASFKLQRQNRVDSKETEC
ADAM10 inh: inhibitors of human ADAM10; AID 720582; actives 0.62% (n = 370,000); inhibition, % at 7 µM; O14672; recombinant ADAM10, EDANS/DABCYL FRET peptide cleavage, 3 h;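 active = inhibition above a per-campaign cutoff equal to the mean of compounds falling between control-based bounds plus 3 SD, cut at about 20% in these data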;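 note: 0% = DMSO wells while the 100% control is not disclosed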
ARFGAP1 inhibitor: inhibits rat ARF GTPase activating protein 1; Q62848; Arfgap1-stimulated ARF1 GTP hydrolysis, GDP FP detection; inhibition, % at 16.5 µM; actives 0.26% (n = 360,000);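 active = inhibition above a per-plate limit, mean inhibition of low control wells plus 3 SD, cut at about 25% in these data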;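 note: 0% = DMSO wells with enzyme and 100% = wells lacking Arfgap1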
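system = rat Arfgap1 catalytic domain, aa 1-136 | technique = FP, GDP Alexa 633 tracer displaced from anti-GDP antibody, 620/688 nm | compound = one concentration, 16.5 µM, DMSO 1.26% | medium = HEPES-based buffer, pH 7.5 | timing = compound-enzyme preincubation 20 min, reaction 120 min, detection 60 min, 25 °C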
TDP2 inh: blocks human TDP2 phosphodiesterase activity; O95551; recombinant TDP2, T5PNP hydrolysis, p-nitrophenol absorbance 415 nm; inhibition, % at 12.8 µM; actives 0.34% (n = 370,000);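 active = inhibition above the mean of all tested compounds plus 3 SD, set per campaign, cut at about 25% in these data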;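 note: 0% = DMSO with enzyme and 100% = buffer with substrate but no TDP2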
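Incubation: 2 h at 37 °C; Test system: recombinant human TDP2; Quantity: enzyme 120 nM; Read-out basis: percent inhibition; Medium: 50 mM Tris-HCl pH 7.5 with Mg2+, KCl, DTT, BSA; Repeats: single replicate; Compound: 12.8 µM single point, 1% DMSO; Signal: epi absorbance; Reagent: 5 mM T5PNP chromogenic substrate; Benchmarks: no-enzyme high, DMSO-plus-enzyme low.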
Active calls of the source: *.

LEDGF integ inh,proKLK7 act,DDE Tn6 FP inh,ASAP1 inh,ADAM10 inh,PLC-gamma1 inh,TDP2 inh,ADAM17 inh,ARFGAP1 inhibitor,Tn7 DDE FP,Molecule
-1,0.1,-4,8,5,-1,8,4,4,0,COc1cccc(S(=O)(=O)NCc2ccc(C(=O)Nc3ccc(Cl)cc3)cc2)c1
-3,0.1,0,-2,-2,1,5,-4,8,-4,Cc1cccc(N2CCN(C(=O)c3ccc4c(c3)OCCO4)CC2C)c1 (centres undefined)
4,-0.1,0,4,12,0,-3,-1,10,1,COc1cc(-c2nc(S(=O)(=O)c3ccc(Cl)cc3)c(N3CCOCC3)o2)cc(OC)c1OC
-2,0.2,-3,-4,5,-3,2,-3,8,4,c1cc2c(cc1Oc1nc(N3CCOCC3)nc(N3CCOCC3)n1)OCO2
1,0.2,-6,10,5,-15,4,0,20,-4,Cn1cccc1-c1nc2ccc(NC(=O)c3ccccc3)cc2[nH]1
-2,-0.1,3,-2,-57,-44,3,-15,11,-2,O=C(NC1CC1)C1CCN(c2ncnc3c2sc2cccc(F)c23)CC1
7,0.1,0,-5,-3,3,0,-1,9,-4,CCOC(=O)N1CCN(Cc2nc3ccc([N+](=O)[O-])cc3c(=O)n2-c2ccccc2F)CC1
2,-0.1,3,-4,13,-3,11,1,-3,2,CC1(C)CC(=O)C2=C(C1)OC(N)=C(C#N)C2c1cn(-c2ccccc2)nc1-c1ccccc1 (centres undefined)
-5,0.2,2,9,0,-2,0,-9,11,-8,CCCCN(CC)C(=O)Cc1cn(C)c2ccccc12
-4,0.0,8,-14,-7,0,10,-3,5,1,COC(=O)[C@@]12C[C@@H](CC(=O)NCCCN3CCCC3=O)C(=O)N(Cc3ccccc3)C1=CCC(C)(C)C2
-2,0.0,-3,-19,-8,0,10,-4,-4,0,O=S1(=O)CC(N2CCCCC2)CN1Cc1cn(Cc2cccc(Cl)c2)nn1 (centres undefined)
-4,-0.5,-1,-14,-25,-62,-3,-5,5,2,COc1ccc(C(=O)N(CN2CCCC2=O)c2nccs2)cc1OC
0,0.5,5,-5,-3,5,-11,0,-1,14*,O=C1CCCc2cc3c(cc21)CC1(C3)Cc2cc3c(cc2C1)C(=O)CCC3
1,0.4,8,-9,-2,-4,-12,1,2,5,CCC(=O)c1ccc(OCC(=O)OCC(=O)Nc2ccc(C)c(S(=O)(=O)N3CCCCC3)c2)cc1
-2,-0.5,5,16,-9,-3,-7,4,-1,-2,COc1cc(OC)cc(C(=O)N2CCCc3ccccc32)c1
-7,-0.7,-6,2,25*,-2,7,3,4,-1,CCN(c1ccccc1)S(=O)(=O)c1ccc(N2CCN(c3ccc(O)cc3)CC2)nc1
1,2.7,0,13,-4,-29,5,1,-1,-8,Cc1cc(/C=C(\C#N)C(=O)NCCc2c[nH]c3ccccc23)c(C)n1C
1,0.1,0,7,4,-1,3,-4,1,2,NS(=O)(=O)c1ccc(N2CCN(CCOc3ccc(Cl)cc3)CC2)nc1
31*,-0.1,-5,11,-5,8,60*,-2,-10,5,O=C(O)c1ccc(NC2=C/C(=N/S(=O)(=O)c3cccs3)c3ccccc3C2=O)cc1
-3,-0.5,-13,5,-4,-3,-8,3,5,0,CC1(C)NC(C)(C)C(O)(C(N)=O)C1=O (centres undefined)
-3,-0.1,-7,2,17,5,-15,8,-4,7,O=C(COC(=O)CCc1ccc(S(=O)(=O)N2CCCCC2)cc1)Nc1ccc2c(c1)OCO2
0,0.0,-1,13,-7,1,-4,0,12,-6,CCOC(=O)N1CCC(NC(=O)c2ccc(CS(=O)(=O)c3ccc(OC)cc3)o2)CC1
0,-0.6,1,-1,0,-2,2,-3,0,8,O=C(NN=Cc1cccc2ccccc12)C(=O)NN=Cc1cccc2ccccc12
-4,-0.2,-2,-4,1,-3,-1,-2,-2,0,O=C(NCCCn1ccnc1)/C(=C\c1ccccc1F)NC(=O)c1ccccc1
-4,-0.3,3,-3,2,-2,-4,-4,-5,7,COc1ccc(NC(=O)CN2C(=O)NC(C)(C3CCCCC3)C2=O)c(OC)c1 (centres undefined)
3,0.2,4,0,1,5,3,-1,-8,-1,O=C(CN1CCOCC1)Nc1nc2cc([N+](=O)[O-])ccc2s1
-2,1.0,-1,4,2,0,0,3,-10,2,CCOC(=O)C1=C[C@@H](C(C)(C)C)N(S(=O)(=O)c2ccc(C)cc2)[C@H]1c1ccccc1
20*,-22,-7,10,-121,-9,55*,-27,13,7,O=C(Nc1c(-c2ccc3c(c2)OCO3)[nH][nH]c1=O)c1cccc(C(F)(F)F)c1
0,-0.7,2,-1,-3,-1,-5,-3,7,-1,O=C(O)CSc1nc(C(F)(F)F)cc(=O)n1-c1ccccc1
-1,0.2,-4,-12,-4,0,9,-5,6,-1,C/C(=N\NC(=O)C1CCCC1)c1ccc(Cl)cc1
-1,0.1,-4,-8,-2,0,18,0,0,-2,Cc1cccc(C)c1OCCN1CCCC1
3,-0.5,9,-3,-2,1,2,-6,-7,6,O=C(N1CCOCC1)C12CC3CC(C1)CC(C(=O)N1CCOCC1)(C3)C2
3,-0.2,4,-2,8,-1,3,0,-12,3,C[C@H](CO)N1C[C@H](C)[C@@H](CN(C)S(=O)(=O)c2ccc(F)cc2)Oc2ccc(NC(=O)C3CC3)cc2C1=O
-2,-0.2,3,-4,6,0,4,-2,6,-3,CN(C)c1nc(N2CCOCC2)nc(N(c2ccccc2)c2ccccc2)n1
-7,0.3,1,-4,-5,-2,-7,0,-9,11,C=CCN1C(=O)c2ccc(C(=O)N3CCN(S(=O)(=O)c4cc(C)ccc4C)CC3)cc2C1=O
1,-0.3,-1,-4,10,1,-7,1,-6,1,CC(NC(=O)c1ccc(Br)cc1Br)c1ccccc1 (centres undefined)
-1,0.7,0,-5,-7,0,0,1,5,3,CCCCn1c(N)c(N(CCC(C)C)C(=O)COC(=O)/C=C/c2ccc(F)cc2)c(=O)[nH]c1=O
1,0.2,-2,9,-2,2,4,-3,-9,5,CCOc1ccc(NCc2cccn2-c2nnc(N3CCC(C(=O)NCCCN4CC(C)CC(C)C4)CC3)s2)cc1 (centres undefined)
-1,-0.3,-4,7,-5,3,7,2,-3,-11,Cc1ccc(NC(=S)NC2CCCC2)c(C)c1
-1,0.3,4,-10,-1,-2,2,2,-9,0,Cc1ccc(S(=O)(=O)NCc2ccccc2C)cc1
-6,0.5,-1,14,-2,-3,-5,-5,5,-2,COc1ccc(/C=C2\SC(N)=NC2=O)cc1Br
-2,0.1,-5,-5,-15,-1,8,-4,13,-1,O=C(c1cc(C2CC2)nn1-c1ccccc1)N1CCN(c2ccccn2)CC1
-3,-0.2,3,-6,0,0,-2,-7,-1,1,CS(=O)(=O)NC1c2cccc3cccc(c23)C1Sc1nncn1/N=C/c1ccco1 (centres undefined)
-3,0.4,-2,-7,-12,2,1,-4,6,-2,O=C(CN1C(=O)NC2(CCc3ccccc32)C1=O)NCCc1ccccc1 (centres undefined)
-5,-0.3,-1,-7,-6,2,-2,1,-3,0,C=CCC1(CC=C)CC(Cc2cnccn2)N(C(=O)OC(C)(C)C)C1 (centres undefined)
-1,-0.6,1,1,-34,-4,-6,-12,2,3,Cc1ccccc1OCC(O)CN1CCN(CC(O)COc2ccccc2C)CC1 (centres undefined)
1,0.2,-4,-5,3,2,11,0,-4,0,COCCn1c(SCC(=O)NC2CCCCC2)nnc1-c1ccco1
4,-0.4,2,4,-5,-3,-7,-2,3,-2,C/C(=N\NC(N)=O)c1c(F)cccc1F
1,0.0,-4,-20,1,-2,-1,-1,1,-2,Cc1nn(C)c(Cl)c1CN1CCCC(C(=O)Nc2cccc(-n3cccn3)c2)C1 (centres undefined)
1,-0.2,-3,-14,10,1,-2,3,6,4,Clc1ccc(N2CCN(c3ncnc4c3oc3ccccc34)CC2)cc1

Arranged by count of non-hydrogen atoms (lowest first): some entries from above.
LEDGF integ inh,proKLK7 act,DDE Tn6 FP inh,ASAP1 inh,ADAM10 inh,PLC-gamma1 inh,TDP2 inh,ADAM17 inh,ARFGAP1 inhibitor,Tn7 DDE FP,Molecule
-6,0.5,-1,14,-2,-3,-5,-5,5,-2,COc1ccc(/C=C2\SC(N)=NC2=O)cc1Br
-2,0.1,-5,-5,-15,-1,8,-4,13,-1,O=C(c1cc(C2CC2)nn1-c1ccccc1)N1CCN(c2ccccn2)CC1
-3,-0.2,3,-6,0,0,-2,-7,-1,1,CS(=O)(=O)NC1c2cccc3cccc(c23)C1Sc1nncn1/N=C/c1ccco1 (centres undefined)

Remaining list, next part
LEDGF integ inh,proKLK7 act,DDE Tn6 FP inh,ASAP1 inh,ADAM10 inh,PLC-gamma1 inh,TDP2 inh,ADAM17 inh,ARFGAP1 inhibitor,Tn7 DDE FP,Molecule
0,0.3,-2,-8,-18,-3,3,-8,-5,8,O=C(NCCN1CCN(C(=O)c2cc3ccccc3oc2=O)CC1)c1cc2ccccc2oc1=O
-1,-0.2,7,1,-2,-2,10,0,-4,-4,CC(=O)c1cccc(OCc2cc(C(=O)N(C)CCc3ccccn3)no2)c1
3,-0.1,0,1,8,9.6*,-9,5,-7,-8,Cc1ccc([N+](=O)[O-])cc1S(=O)(=O)Nc1cccc(S(=O)(=O)NC2=NCCC2)c1
-1,-0.4,4,-7,-16,0,11,-2,4,4,O=C(Cn1cnc2c(cnn2-c2ccccc2)c1=O)N1CCOCC1
2,-0.2,2,13,-10,2,-4,-1,7,-5,COC(=O)c1sccc1NC(=O)C1C2C=CC(O2)C1C(=O)O (centres undefined)
3,0.6,6,-12,5,4,-3,1,-7,1,CCCN(CCC)Cc1c(C(=O)N/N=C/c2ccsc2)nnn1-c1nonc1N
0,0.1,-5,-4,-14,3,-2,0,4,3,COc1ccccc1C(=O)Nc1ccc(OC(C)C(=O)N2CCOCC2)cc1 (centres undefined)
3,-1.6,-1,14,-5,-6,2,0,1,2,O=C(/C=C/N1CCOCC1)c1coc2ccccc12
-2,-0.1,12,-2,-11,0,7,-3,6,4,CCOC(=O)N1CCN(C(=O)c2c(-c3ccccc3)noc2C)CC1
-2,-0.3,2,2,2,2,1,-2,-4,6,COc1ccccc1N(C)S(=O)(=O)c1ccc(C(=O)OCC(=O)N(C)c2ccccc2)cc1
3,0.9,5,6,-5,2,-4,1,10,-1,CN(CCc1ccccc1)C(=O)c1ccc(NC(=O)Cc2ccc(NC(=O)C3CCN(C(=O)c4ccccc4)CC3)cc2)cc1
-2,-0.1,2,5,-2,0,2,-3,5,6,O=[N+]([O-])c1ccc(-c2nc(Nc3ccc(O)cc3)c3ccccc3n2)cc1
-4,0.2,-7,10,-5,0,-1,7,0,-4,CCCC(=O)NC1CCc2cc(OC)c(OC)c(OC)c2-c2ccc(OC)c(=O)cc21 (centres undefined)
